Compound activity deposited in PubChem BioAssay by several laboratories.
RmlCD inh 1536: blocks M. tuberculosis RmlC and RmlD coupled enzymes. P9WH09+P9WH11. RmlC+RmlD coupled enzyme assay, percent inhibition; primary screen in compound mixtures. inhibition, % at 3.6 µM. 160,000 tested, 0.03% active; in the data active = inhibition mostly above about 34%, no sharp cut-off; inconclusive = no clear call, values can overlap the other calls; inactive = mostly below about 22%; also: some results filed as inactive read as strong as hits
Target sequence (P9WH09 whole entry, looked up): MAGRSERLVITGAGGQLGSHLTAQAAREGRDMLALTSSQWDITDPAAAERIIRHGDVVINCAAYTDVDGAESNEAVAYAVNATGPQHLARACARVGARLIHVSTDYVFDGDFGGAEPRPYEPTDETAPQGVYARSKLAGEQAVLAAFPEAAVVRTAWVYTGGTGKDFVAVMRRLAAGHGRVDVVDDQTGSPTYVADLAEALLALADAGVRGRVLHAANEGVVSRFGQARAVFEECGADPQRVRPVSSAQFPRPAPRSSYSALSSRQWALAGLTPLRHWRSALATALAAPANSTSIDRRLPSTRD
Target sequence (P9WH11 whole entry, looked up): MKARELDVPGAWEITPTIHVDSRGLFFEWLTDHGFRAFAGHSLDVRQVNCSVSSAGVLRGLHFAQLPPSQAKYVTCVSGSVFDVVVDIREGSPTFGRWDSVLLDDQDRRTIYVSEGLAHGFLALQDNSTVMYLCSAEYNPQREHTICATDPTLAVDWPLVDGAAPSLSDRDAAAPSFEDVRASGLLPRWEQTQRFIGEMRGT
GlmU inhibition: inhibition of mycobacterial GlmU enzyme – biochemical, glucosamine-1-phosphate acetyltransferase (AID 1376) | M. tuberculosis GlmU acetyltransferase enzyme assay; higher % means a stronger effect | inhibition, %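 (tested at 30 µM in the primary screen)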, or IC50 in µM where a hit was titrated | 220,000 tested, 0.25% active; in the data active = inhibition above about 13%; inconclusive = no clear call, values can overlap the other calls;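 also: 0% = complete reaction with vehicle and 100% = reaction without substrate; strong numbers were not always called active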
Numbers without * were called inactive; ? = inconclusive; . = no result given. This is a subset. The share of hits here may be higher or lower than overall.

Start of the data: the first 4 entries, ahead of the listing:
SMILES	RmlCD inh 1536	GlmU inhibition
CS(=O)(=O)N1N=C(c2ccco2)CC1c1ccccc1Cl (stereo not given)	8.9	-1.6%
O=C(CSc1nc2ccccc2s1)NCCOc1ccccc1	6.1	0.4%
Cc1cccc(NC(=O)c2c(F)c(F)c(F)c(F)c2F)c1	-4.0	6.3%
Cc1ccc(C2C(C(=O)c3sc(-c4ccccc4)nc3C)=C(O)C(=O)N2CCN(C)C)o1 (stereo not given)	.	-0.5%

The whole of this part, repeating the preview:
SMILES	RmlCD inh 1536	GlmU inhibition
CS(=O)(=O)N1N=C(c2ccco2)CC1c1ccccc1Cl (stereo not given)	8.9	-1.6%
O=C(CSc1nc2ccccc2s1)NCCOc1ccccc1	6.1	0.4%
Cc1cccc(NC(=O)c2c(F)c(F)c(F)c(F)c2F)c1	-4.0	6.3%
Cc1ccc(C2C(C(=O)c3sc(-c4ccccc4)nc3C)=C(O)C(=O)N2CCN(C)C)o1 (stereo not given)	.	-0.5%
COc1cc(SC)ccc1C(=O)N1CCN(c2ccccc2OC)CC1	.	-1.4%
CCOc1cc(C#N)c(NC(=O)c2ccco2)cc1OCC	-9.7	12.6%
CC(C)CNC(=S)N1CCC(NC(=O)c2ccco2)CC1	-7.5	-1.7%
COC(=O)CCCCCN1C(=O)NC(C2CC2)C(C(=O)OCc2ccccc2)=C1C (stereo not given)	.	-6.9%
Cc1cc2nc(-c3ccc(SCC(=O)N4CCOCC4)nc3)[nH]c2cc1C	.	-3.0%
CSC1=N/C(=C\c2ccccc2Cl)C(=O)N1N(C)C	-9.7	-0.9%
CC1(C)CC(=O)C2=C(C1)OC(/N=C/N1CCCC1)=C(C#N)C2c1ccccc1 (stereo not given)	-6.8	1.9%
CSCCC(NS(=O)(=O)c1ccc(F)cc1)C(=O)NCc1ccc(S(N)(=O)=O)cc1 (stereo not given)	1.3	1.0%
O=C(Nc1ccc(C(=O)O)cc1)Nc1ccc(F)cc1F	4.7	-2.4%
N#CNC(=Nc1ccccc1)SCc1ccc(C(=O)O)cc1	.	4.4%
Cc1ccc(S(=O)(=O)N2CCN(S(=O)(=O)c3ccc(C)cc3)C3OCCOC32)cc1 (stereo not given)	-9.3	6.2%
Oc1oc(-c2ccccc2)nc1C=Nc1cccc2ccccc12	-7.9	-2.6%
COC(=O)c1cc(F)c(-n2cncn2)c(F)c1	-10.1	4.5%
O=C(Cc1ccc(F)cc1)N1CCN=C1SCc1cccc([N+](=O)[O-])c1	.	1.5%
O=C(CCN1CCN(CCO)CC1)Nc1cccc(Br)c1	5.2	-3.1%
COc1ccc(CNCC(O)(c2ccc(Cl)cc2)c2ccc(Cl)cc2)cc1	-9.4	3.1%
Cc1nc(-c2ccc(NC(=O)c3ccccc3C)cc2)cs1	10.2	-1.8%
CNC(=O)CSc1nnc(C(C)C)n1C	-13.6	0.1%
N#Cc1c(NC(=O)CSc2nc(N)cc(=O)[nH]2)sc2c1CCCCCC2	-6.7	-1.4%
Cc1ccc(N=N/C(=C\O)C(=O)c2ccncc2)cc1	0.1	3.0%
CCNc1nc(OC)nc(SCC(N)=O)n1	-5.7	-0.2%
Fc1ccc(Cn2nnnc2C(c2ccc(Cl)cc2)N2CC=C(c3ccc(F)cc3)CC2)cc1 (stereo not given)	-0.7	-3.3%
c1ccc(CN2c3ccccc3-c3nc4ccccc4n3C2c2ccccn2)cc1 (stereo not given)	5.8	5.1%
COC(=O)c1cc(Br)c(=O)n(CCc2ccc(O)cc2)c1	.	-2.9%
CCOC(=O)Cc1cc(=O)n(-c2nc3ccccc3s2)[nH]1	.	-1.5%
Cn1c(=O)c2nc(-c3ccccc3)oc2c2ccccc21	8.8	7.9%
NNc1ccc2nnc(C(F)(F)C(F)(F)C(F)(F)F)n2n1	-0.7	-2.0%
CCc1nc(OCCN(CC)CC)c2oc3ccccc3c2n1	0.5	-0.2%
O=C(c1ccc(Cl)cc1)N1CCN(c2ccc(F)cc2)CC1	.	1.6%
CCCc1cc(=O)[nH]c(SCC(=O)N(Cc2ccccc2)C(C)C)n1	.	1.1%
OCCNc1c2ccccc2nc2c(F)c(F)c(F)c(F)c12	5.8	-2.4%
O=[N+]([O-])c1ccc(Oc2cccc3cccnc23)c([N+](=O)[O-])c1	42.8	2.0%
O=C(CN1C(=O)NC2(CCCCCCC2)C1=O)NCc1ccc2c(c1)OCO2	.	2.1%
CCSc1ccc(-c2nn(-c3ccccc3)cc2/C=C(/C#N)C(=O)NC)cc1	?	-4.8%
O=C(CSc1nnc(C2COc3ccccc3O2)o1)NC1CCCCC1 (stereo not given)	-11.1	-1.1%
O=C(Nc1ccccc1Cl)Nc1cccnc1Cl	74.1	-0.8%
O=C(CN1C(=O)CCS(=O)(=O)c2ccccc21)Nc1ccc2c(c1)OCCO2	85.7	-2.6%
Cc1cccc(-n2nnnc2SCC(=O)NCCN2C(=O)CSC2=O)c1	.	-0.1%
O=C(O)c1ccc(S(=O)(=O)N(Cc2cccs2)CC2CCCO2)cc1 (stereo not given)	9.1	-1.8%
NC(=O)N/N=C/c1cccc(OCc2ccc(F)cc2)c1	28.3	-4.9%
Cc1cccc2c1nc(-c1ccccc1)n1nnnc21	-7.6	-2.1%
CCCOc1nc2c(c(=O)n(C)c(=O)n2C)n1CCC	-1.9	1.7%
CC(C)CNS(=O)(=O)c1ccc2c(c1)OCCO2	8.9	.
CC(C)(C)NCCOCCOc1ccccc1-c1ccccc1	-4.9	-2.8%
O=c1oc2cc(Cl)ccc2n1CSc1nc2ccccc2s1	0.4	-3.9%
O=C(CN1CCN(c2cccc(Cl)c2)CC1)Nc1ccc([N+](=O)[O-])cc1C(=O)Nc1ccccc1F	.	3.1%
Cc1nn(-c2ccc(C(=O)O)cc2)c(=O)c2ccccc12	9.7	-0.5%
CC1(C(=O)NCCN2CCOCC2)C=CCN1C(=O)c1ccccc1 (stereo not given)	.	2.6%
O=C(NCCOc1ccccc1)c1ccccc1	.	3.9%
CCCCC1OC23CCCCC2C(C#N)(C(=N)O3)C1(C#N)C#N (stereo not given)	.	-2.5%
CO/N=C(/CS(=O)Cc1ccccc1Cl)c1ccc(Cl)cc1Cl (stereo not given)	.	2.9%
O=C(NCc1ccco1)c1cc(-c2cccs2)on1	.	0.7%
Nc1cccc2c1C(=O)N(C(=O)/C=C/c1cccc(Br)c1)C2=O	8.8	.
O=C(c1ccc(S(=O)(=O)N2CCCCC2)cc1)N(c1ccccn1)C1CCCCC1	-4.3	5.7%
CC1(C)CC(NC(=O)CSc2ccccc2)CC(C)(C)N1	4.4	0.8%
O=Cc1cn[nH]c1-c1cccc([N+](=O)[O-])c1	6.8	1.3%

Retrieved one by one from the list above (4):
SMILES	RmlCD inh 1536	GlmU inhibition
O=C(CN1CCN(c2cccc(Cl)c2)CC1)Nc1ccc([N+](=O)[O-])cc1C(=O)Nc1ccccc1F	.	3.1%
O=C(c1ccc(S(=O)(=O)N2CCCCC2)cc1)N(c1ccccn1)C1CCCCC1	-4.3	5.7%
CC(C)(C)NCCOCCOc1ccccc1-c1ccccc1	-4.9	-2.8%
CC(C)CNS(=O)(=O)c1ccc2c(c1)OCCO2	8.9	.

Later entries.
SMILES	RmlCD inh 1536	GlmU inhibition
CN(C)S(=O)(=O)c1ccc(NC(=O)CNc2cc(S(=O)(=O)N3CCCC3)ccc2OCC(F)(F)F)cc1	-6.8	-3.3%
Cc1cc(OCc2cn3cccnc3n2)ccc1Cl	5.8	-4.6%
CC1(C)C2CCC1(C)C(OC(=O)c1ccc(O)cc1)C2 (stereo not given)	4.6	.
Cc1cc([N+](=O)[O-])nn1CC(=O)N1CCCc2ccccc21	.	0.5%
COc1ccc(-c2cc(C(F)(F)F)n3nc(C(=O)N4CCOCC4)c(Cl)c3n2)cc1	8.1	5.5%
O=C(COC(=O)CCCN=C1NS(=O)(=O)c2ccccc21)NC(=O)NC1CCCC1	6.8	0.7%
CC(=O)Nc1ccc(S(=O)(=O)N[C@@H](C)C(=O)OCc2ccc(Cl)cc2)cc1	.	1.0%
CC(=O)Nc1ccc(N2CCc3c(C)c(C#N)c4nc5ccccc5n4c32)cc1	-5.5	7.8%
O=C(Cn1cnc2c(nnn2Cc2ccccc2F)c1=O)OCc1ccccc1	-1.9	.
Cc1ccc(N(CC(=O)N2CCn3c2nc2ccccc23)S(=O)(=O)c2c(C)n[nH]c2C)cc1	-13.0	4.8%
COC(=O)CCC(=O)NC(=S)Nc1sc(C)c(C)c1C(N)=O	0.5	3.2%
Cc1cc(C)c2c(C)nn(-c3ccccc3)c2n1	7.9	-5.0%
CCCOC(=O)c1ccc(NC(=O)/C=C/c2cccs2)cc1	-10.4	1.8%
Cc1cc(/C=C2\SC(=S)NC2=O)c(C)n1-c1ccc(O)cc1	-11.5	6.7%
Cc1ccc(C(=O)N2CCN(C3c4cccc5cccc(c45)C3NS(=O)(=O)c3ccccc3)CC2)cc1 (stereo not given)	.	1.9%
C=CCNC(=O)c1ccc(-c2ccc([N+](=O)[O-])cc2)o1	-28.6	6.4%
CCCc1cc(=O)oc2cc(OCc3nn[nH]n3)ccc12	5.8	2.6%
CN(C(=S)Nc1ccc(Oc2ccccc2)cc1)c1ccc(O)cc1	-5.7	0.9%
CC(c1nnnn1C1CCCCC1)N(Cc1ccccc1)Cc1cccnc1 (stereo not given)	8.1	-3.8%
Cc1cc([N+](=O)[O-])nn1CC(=O)NCc1cccs1	8.6	4.5%
CCOC(=O)C1=C(C)NC2(O)c3ccccc3C(=O)C12O (stereo not given)	10.5	0.4%
CC1CC(=O)N(CC(=O)Nc2ccc3c(c2)OCCO3)c2ccccc2S1 (stereo not given)	-2.5	1.9%
CCC(C)(NC(=O)Cc1c[nH]c2ccccc12)C(=O)NC1CCCCC1 (stereo not given)	.	0.5%
NC(=O)c1cccc2cc3ccccc3cc12	-10.7	-4.9%
N/C(=N\N=C\c1cccc([N+](=O)[O-])c1)c1nonc1N	-5.1	-6.3%
CCOC(=O)N1CCN(c2c(NCCCN(C)c3ccccc3)c(=O)c2=O)CC1	-9.1	7.4%
COC(=O)c1ccccc1NC(=O)Cc1ccccc1OC	.	1.9%
N=c1n(CCOc2ccccc2)c2ccccc2n1CCN1CCOCC1	6.0	-2.8%
CCOc1ccc(NS(=O)(=O)c2cc(Cl)ccc2OC)cc1	.	-5.4%
CCOC(=O)N/N=C(\c1ccccc1)C(O)c1ccccc1 (stereo not given)	8.3	1.3%

At a glance, part of the list above:
SMILES	RmlCD inh 1536	GlmU inhibition
CCC(C)(NC(=O)Cc1c[nH]c2ccccc12)C(=O)NC1CCCCC1 (stereo not given)	.	0.5%
NC(=O)c1cccc2cc3ccccc3cc12	-10.7	-4.9%

(cont.)
SMILES	RmlCD inh 1536	GlmU inhibition
CCCCCn1c(=O)[nH]c2cc(C(=O)NCCCN3CCC(C)CC3)ccc2c1=O	.	-4.7%
O=C(Nc1ccc(CN2CCOCC2)cc1)c1cccs1	-9.4	-0.4%
Cc1cc(O)cc(O)c1C=NCc1ccco1	.	-2.1%
Clc1cccc(Cl)c1CSc1nnc(-c2sccc2-n2cccc2)o1	.	-0.9%
CCOC(=O)c1c(C)n(C)c2cc(Br)c(O)c(O)c12	2.5	-2.4%
O=C(NC1(C(F)(F)F)Oc2ccccc2O1)N1CCC2(CC1)OCCO2	.	5.7%
COc1ccc(NC(=O)C(=O)NNC(=O)C(C)Oc2ccc(Cl)cc2Cl)cc1 (stereo not given)	6.7	1.7%
COC(=O)C/C(O)=C(/N=Nc1cccc(C(F)(F)F)c1)C(=O)OC	2.1	-7.4%
Cc1c(NC(=O)CC(=O)Nc2c(C)n(C)n(-c3ccccc3)c2=O)c(=O)n(-c2ccccc2)n1C	8.4	-3.1%
CC(=O)Nc1n[nH]c(-c2ccc(C)cc2)c1C	4.5	-2.6%
N#CCC(=O)Nc1ccccc1C(=O)O	.	5.5%
CC(=O)c1ccc(NC(=O)C(C)NCc2ccc(Cl)cc2)cc1 (stereo not given)	7.8	-3.0%
O=C(Nc1ccccc1C(=O)Nc1nnc(C(F)(F)F)s1)c1ccccc1	-9.2	-0.5%
Cc1ccccc1NC(=O)CCn1c(=O)oc2ccccc21	-12.4	0.8%
Cc1nc2c(C)cccn2c1C(=O)c1ccccc1	-6.3	-6.3%

The last two compounds of the section before are carried over, then new ones follow:
SMILES	RmlCD inh 1536	GlmU inhibition
Cc1ccccc1NC(=O)CCn1c(=O)oc2ccccc21	-12.4	0.8%
Cc1nc2c(C)cccn2c1C(=O)c1ccccc1	-6.3	-6.3%
Cc1ccc(OCC(=O)c2cc(C)c(C)cc2C)c([N+](=O)[O-])n1	.	-4.4%
O=C(NCCCn1ccnc1)c1cccc(S(=O)(=O)Nc2ccccc2F)c1	.	-1.4%
CC(C)(C)NC(=O)C(c1ccc(F)cc1)N(CCc1ccccc1)C(=O)c1ccn[nH]1 (stereo not given)	9.3	3.9%
Clc1cc(Cl)c2nc(N3CCCCC3)sc2c1	21.0	2.4%
CC1=C(CO)C(=O)OC([C@@H](C)C2CC[C@H]3C4C[C@H]5O[C@]56[C@@H](O)C=CC(=O)[C@]6(C)C4CC[C@]23C)C1 (stereo not given in full)	.	4.2%
COc1ccc(C(=O)C[n+]2ccc(-c3nnc4n3CCCCC4)cc2)cc1	-2.8	-3.5%
COc1ccc(OC)c2sc(NC(=O)c3ccc(S(=O)(=O)N4CCOCC4)cc3)nc12	5.9	4.9%
CCOc1ccc(N(C(=O)Nc2ccccc2)C2=NCCC2)cc1	-5.0	-4.0%
c1ccc(-c2nc3ccccc3nc2N2CCOCC2)cc1	0.6	2.9%
CN1C(=O)CC(C(=O)O)SC1=Nc1cccc(C(F)(F)F)c1 (stereo not given)	15.2	-0.4%
CN(C)S(=O)(=O)c1cccc(NC(=O)c2cc(-c3cccs3)nc3ccccc23)c1	10.1	-10.4%
